# Screening data: PubChem, Sanford-Burnham Center for Chemical Genomics
# TAG inh = inhibitors of triacylglycerol accumulation, primary screen, cell-based, uHTS, fluorescence, H9c2; H9c2 cells, Nile Red lipid (TAG) fluorescence; cells loaded with 200 µM oleic acid; inhibition, % at 12.5 µM; hit rate 0.66% among 230,000;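 active = pattern-corrected inhibition of lipid staining of at least 50% with the nuclear-stain viability signal not falling by more than 50%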;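 note: 0% = DMSO wells and 100% = triacsin C control wells; some results filed as inactive read as strong as hits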
# TAG inh DAPI viability = second read-out of TAG inh, no call of its own (marks repeat the call); DAPI nuclei signal change (viability), lower = more cytotoxic, %;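 whole-well DAPI fluorescence read on a plate reader as a viability signal; minus 50 percent equals half of cells still viable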
# The depositor's hits bear a star; & = joins results of further samples.
SMILES,TAG inh,TAG inh DAPI viability
CN1CCN(c2c[nH]c(=O)[nH]c2=O)CC1,5,3
C[C@H](CO)N1C[C@H](C)[C@@H](CN(C)C(=O)Oc2ccc3ccccc3c2)OCc2cn(nn2)CCCC1=O,3,-4
N#C/C(=C(/O)c1ccc(S(=O)(=O)N(CCCl)CCCl)cc1)c1nc2ccccc2[nH]1,12,53
COC(=O)CNC(=O)c1cn(CCC#N)nc1-c1ccc(F)cc1,-7,4
OC(c1ccccc1)(c1ccccc1)c1ccncc1,-5,1
COc1ccc(CCNC2CCCCC2)cc1,2,0
Cc1cc(/C=C2\C(=O)NC(=O)N(Cc3ccccc3)C2=O)c(C)n1C1CC1,7,-8
CC1=CC(=O)OC2CC3OC4C[C@@H](C)C5OC6CC7O[C@]8(C)C/C=C\C9OC%10CC%11OC(CC(C)CO)CC(O)[C@]%11(C)OC%10CC9OC8C[C@]7(C)O[C@]6(C)CCC5OC4C[C@]3(C)OC12 (stereo not given in full),23,-7
Cc1cc(C)cc(-n2c(C)cc(/C=C3\C(=O)NC(=O)N(C)C3=O)c2C)c1,-4,12
Cc1cc(C(=O)OCC(=O)Nc2ccccc2F)c(C)n1C1CC1,6,-1
CSc1ccc(CN2CCN(C(=O)COc3cccc(C)c3)CC2)cc1,7,-12
CC(C)(C)NS(=O)(=O)c1ccc(OCC(=O)N2CCN(Cc3ccccc3)CC2)cc1,-24,0
COC(=O)C1=C(c2ccc(C(C)=O)cc2)C[C@@H]2CC[C@H]1N2C(=O)NCc1ccc(F)cc1,-6,-5
CCCNC(=O)N1[C@H]2CC[C@@H]1C(C(=O)OC)=C(c1ccc(OC)c(OC)c1)C2,7,-1
COc1ccc(NP(=O)(Oc2ccccc2OC)Oc2ccccc2OC)cc1,4,-2
CC1(C)C2([N+](=O)[O-])CN3CN(C2)CC1([N+](=O)[O-])C3,2,-4
CCC(=NCCc1ccccc1)c1c(O)n(C)c(=O)n(C)c1=O,-21,2
COc1ccc(OC)c(-n2c(O)c(C=Nc3c(C)n(C)n(-c4ccccc4)c3=O)c(=O)[nH]c2=S)c1,-20,3
CCOC(=O)c1cc2c(cn1)[nH]c1ccccc12,18,-12
COP(=O)(OC)C1(O)C(=O)Nc2ccc(Br)cc21 (stereo not given),11,0
CCC1CN1P(=S)(N1CC1CC)N1CC1CC (stereo not given),-23,-10
CCC1(C)CN(S(=O)(=O)OCC(Cl)(Cl)Cl)C(=O)N1 (stereo not given),4,-8
O=C(Cc1cccs1)N1Cc2ccccc2-n2nncc2C1,3,-3
CCN1CCN(C(c2cccs2)C(C)NC(=O)Oc2ccccc2)CC1 (stereo not given),6,2
O=C1CCN(C(=O)CCCn2c(=O)oc3ccccc32)CC1,7,-8
Cc1nc2cc(F)ccc2n1C1CCN(Cc2nnnn2CCc2ccccc2)CC1,15,-4
CN1CCN(c2c(C#N)c(C(F)(F)F)nn2C)CC1,6,-1
N#C/C(=C\c1cccc(O)c1)C(=O)O,-3,-5
CCOc1ccc(-n2c(O)c(C=NCCCn3ccnc3)c(=O)[nH]c2=O)cc1,0,-13
COC(=O)C1=C(c2ccc(F)cc2OCc2ccccc2)C[C@@H]2CC[C@H]1N2C(=O)NCCOc1ccccc1,41,-4
CC(=O)c1c(C)[nH]c(C(=O)N2CCC3(CC2)OCCO3)c1C,-4,-7
COCCNC(=O)CN1C(=O)CN=C(c2ccccc2)c2ccccc21,-5,7
CCOC(=O)C1=Nc2ccccc2/C1=C\c1c(O)n(C)c(=O)n(C)c1=O,0,3
CC(=O)OC1CC(OC2C(O)CC(OC3C(O)CC(OC4CCC5(C)C(CCC6C5CCC5(C)C(C7=CC(=O)OC7)CCC65O)C4)OC3C)OC2C)OC(C)C1OC1OC(CO)C(O)C(O)C1O (stereo not given),-7,-3
O=C(CF)NC(NC(=S)Nc1ccccc1O)C(Cl)(Cl)Cl (stereo not given),0,5
C=CCn1c(O)c(/C(C)=N/N2CCCCCC2)c(=O)[nH]c1=O,-6,3

# Whole records as entered above.
# O=C(CF)NC(NC(=S)Nc1ccccc1O)C(Cl)(Cl)Cl (stereo not given) is entered as TAG inh = 0; TAG inh DAPI viability = 5
# N#C/C(=C\c1cccc(O)c1)C(=O)O is entered as TAG inh = -3; TAG inh DAPI viability = -5

# Next part.
SMILES,TAG inh,TAG inh DAPI viability
Cc1cccc(-c2nc3ccccc3c(=O)n2-n2cccc2)c1,-2,4
O=P(O)(O)Cc1c(Cl)cccc1Cl,3,10
Cc1cc(Cl)ccc1OCC(=O)O,0,1
CN1CCN(c2ccc3c(c2)S(=O)(=O)c2ccccc2C3=O)CC1,-8,17
C[C@H]1[C@@H](c2ccccc2)O[C@@H](c2ccccc2Br)N1C,-7,-6
CN1C(=O)N(C)C(=O)C(NS(=O)(=O)c2ccc(N)cc2)(c2ccccc2)C1=O,-20,-1
COc1cccc(C2C([N+](=O)[O-])=C(N)Oc3c2c(=O)oc2ccccc32)c1 (stereo not given),-4,-6
CC12C=CC(=O)C=C1CCC1C2C(=O)CC2(C)C(=O)CCC12 (stereo not given),2,-2
CCOC(C(=O)OCC(O)CN(CC)CC)(c1ccccc1)c1ccccc1 (stereo not given),-15,4
c1ccc(C(c2ccccc2)c2ccncc2)cc1,34,-19
CC(=O)CC(c1ccccc1[N+](=O)[O-])c1c(O)c2ccccc2oc1=O (stereo not given),17,-5
S=C(NC1CCCCC1)N1CCC(c2cnc[nH]2)CC1,14,3
CCC(C)(O)C(=O)OC1C(=O)OC2CC3C(C)=CC(=O)C(O)C3(C)C3C4(O)OCC23C1C(C)C4O (stereo not given),127,-90
O=c1[nH]c(=S)[nH]c(O)c1N=Nc1ccc(OC(F)F)cc1,0,15
Cn1c(=O)cc(SCC(=O)N2CCC3(CC2)OCCO3)c2ccccc21,19,1
O=S(=O)(c1ccc(Cl)cc1)N1CCCCC1c1cccnc1 (stereo not given),-7,-8
CC(=O)NC(Cc1ccc(N(CCCl)CCCl)cc1)C(=O)NC(C(=O)O)C(C)C (stereo not given),-6,4
CC(C)CC1C(C#N)=C(N)Oc2c1c(=O)oc1ccccc21 (stereo not given),6,12
COc1ccccc1OCCCn1cc(C(=O)C2CC2)c2ccccc21,-5,-3
Oc1ccc2c3c1O[C@H]1[C@@H](O)CC[C@@]4(O)[C@@H](C2)N(CC2CCC2)CC[C@]314,0&-14,-2&3
CC1CN(O)C2CCc3c(no[n+]3[O-])C12O (stereo not given),7,-14
C/C=C1/C[N+]2(C)CCC34C(=C(C=O)[C@H]1C[C@@H]32)Nc1ccccc14 (stereo not given in full),2,-2
CC(NCc1ccccc1C(F)(F)F)C(O)c1ccccc1 (stereo not given),-5,3
O=c1[nH]oc2c1CCNC2,-5,1
COC(=O)C1=C(c2cccc(OCc3ccccc3)c2)C[C@@H]2CC[C@H]1N2C(=O)NCCOc1ccccc1,16,-1
C/C(=N\NC(=O)c1ccncc1)c1c(O)n(Cc2ccccc2)c(=O)[nH]c1=O,-5,7
COC(=O)C12CCc3cc(OC)ccc3C1=CC(=O)C2 (stereo not given),-9,11
O=C1COc2ccc(C(=O)COC(=O)Cc3ccccc3)cc2N1,16,6
COc1ccc2c(c1)/C(=C/c1cnc[nH]1)C(=O)N2,48,-11
Cc1cc(C=C2C(=O)N(C)C(=O)N(C)C2=O)c(C)n1-c1ccccc1,0,0
Nc1ccc(C2(c3ccc(N)cc3)CN3CCC2CC3)cc1,0,13
CCN1CC2(COC(=O)c3ccccc3N)CCC(OC)C34C5CC6C(OC)CC(O)(C5C6OC)C(O)(C(OC)C23)C14 (stereo not given),7,7
CN1C(=O)NC(=O)C2(CCCC2)C1=O,8,0
CC1=NN(c2ccccc2)C(=O)/C1=C/c1c(O)[nH]c(=S)[nH]c1=O,9,4
CCCn1c(C)c(C(=O)c2cccc3ccccc23)c2ccccc21,-16,-4
CC(=NNC(=S)N1CC2CCC(CC2)C1)c1nccs1,11,-37
COC(=NC1CCCCC1)C(O)c1c[nH]c2ccccc12 (stereo not given),3,1
CC1CCCCN1C(=O)Cn1cc(C=C2C(=O)N(C)C(=O)N(C)C2=O)c2ccccc21 (stereo not given),-7,-1
CS(=O)(=O)c1ccc(C2=C(CNC(=O)c3nccs3)[C@H]3CC[C@@H](C2)N3Cc2ccco2)cc1,-4,5
Cc1ccc(/C=C2\C(=O)NC(=O)N(CC3CCCO3)C2=O)s1 (stereo not given),9,-1
CC(N)Cc1c[nH]c2ccc(Cl)cc12 (stereo not given),8,9
C[C@@H]1NCCc2cc(O)c(O)cc21,-2,3
Cc1ccc(-n2c(O)c(/C=N/N3CCCCC3c3cccnc3)c(=O)[nH]c2=S)cc1 (stereo not given),-10,6
N#CC(c1ccccc1)N1CCOCC1 (stereo not given),3,1
CCN1CCN(C(=O)COc2cc(=O)n(CC)c3ccccc23)CC1,16,-2
O=C1NC(=O)N(c2ccc3c(c2)OCO3)C(=O)/C1=C/c1ccsc1,-1,-2
CCCNC(=O)N1[C@H]2CC[C@@H]1C(C(=O)OC)=C(c1ccccc1)C2,-2,-3
c1ccc(CC2CCCCN2)cc1 (stereo not given),3,1

# A second format for part of the listing above.
Molecule	TAG inh	TAG inh DAPI viability
O=C1NC(=O)N(c2ccc3c(c2)OCO3)C(=O)/C1=C/c1ccsc1	-1	-2
CCCNC(=O)N1[C@H]2CC[C@@H]1C(C(=O)OC)=C(c1ccccc1)C2	-2	-3
c1ccc(CC2CCCCN2)cc1 (stereo not given)	3	1

# Next compounds
SMILES,TAG inh,TAG inh DAPI viability
COC(=O)N(c1ccccc1)P1(=S)OCCO1,1,4
CCCCCCC(=O)c1c(O)n(-c2ccc(OC)cc2)c(=O)[nH]c1=O (tested in a mixture with another compound),-4,0
CN1CCCC(C(O)(c2ccccc2)c2ccccc2)C1 (stereo not given),11,7
CS(=O)(=O)N1CCN(C(=N)N[N+](=O)[O-])CC1,7,2
O=[N+]([O-])c1cccc(CN2CCN(Cc3ccc(Cl)cc3)CC2)c1,4,7
COc1ccc(OC)c(C(c2c(O)c3ccccc3oc2=O)c2c(C)n(C)n(-c3ccccc3)c2=O)c1 (stereo not given),6,0
O=c1[nH]c(=S)[nH]c(O)c1N=Nc1ccc2c(c1)OCO2,8,10
O=C(c1cccs1)N1C2CCC1CC(O)(c1cccnc1)C2 (stereo not given),-5,-2
COc1ccc(C(CC(=O)N2CCC3(CC2)OCCO3)NS(=O)(=O)c2ccc(F)cc2)cc1 (stereo not given),2,9
CNS(=O)(=O)c1ccc(N=Cc2c(O)n(-c3cccc(C)c3)c(=O)[nH]c2=O)cc1,-4,16
O=C1C(Cl)=CC(=Nc2ccc(O)cc2)C=C1Cl,-6,3
COC(=O)C1=C(c2ccccc2OCc2ccccc2)C[C@@H]2CC[C@H]1N2C,15,-2

# Entries above that contain an aryl thioether with sulfur outside any ring:
SMILES,TAG inh,TAG inh DAPI viability
CSc1ccc(CN2CCN(C(=O)COc3cccc(C)c3)CC2)cc1,7,-12
Cn1c(=O)cc(SCC(=O)N2CCC3(CC2)OCCO3)c2ccccc21,19,1

# New compounds follow.
SMILES,TAG inh,TAG inh DAPI viability
CN(C(=O)c1ccc(Cl)nc1)C1(c2ccccc2Cl)CCCCC1=O (stereo not given),16,-14
CC1CCC(C(C)C)C(OC(=O)Cn2c(COc3ccccc3)[n+](C)c3ccccc32)C1 (stereo not given),104*,-40*
CC(C)CC12CN3CCN(CC(C3)/C1=N/O)C2,-8,-14
O=C1NC(=S)SC1=Cc1ccc(N(CCCl)CCCl)cc1,-29,-2
O=C1NC(=O)C(=Cc2cn(CCOc3ccc4c(c3)OCO4)c3ccccc23)C(=O)N1,10,0
CCOP(=S)(OCC)SCSP(=S)(OCC)OCC,-23,5
CC1CN=C(Nc2ccc(F)cc2)S1 (stereo not given),-2,2
CC(c1ccccc1F)n1cc(C(=O)Nc2ccc3nc[nH]c3c2)nn1 (stereo not given),2,7
CCC(=NCc1cc(OC)cc(OC)c1)c1c(O)[nH]c(=O)[nH]c1=O,-1,6
Fc1ccc(C2=CCN(C(c3cccs3)c3nnnn3CCc3ccccc3)CC2)cc1 (stereo not given),-25,8
CC(=O)OC1C2CCC1C(N1CCCC1)CC2 (stereo not given),-22,9
CN1CCN(c2nc3c(c(=O)[nH]2)CCC3)CC1,-5,4
CCC(=NCc1ccco1)c1c(O)n(-c2ccc(Cl)cc2)c(=O)[nH]c1=O,34,-17
CCN(CC)C(=O)c1ccc(NC(=O)c2ccc(-n3cncn3)c([N+](=O)[O-])c2)cc1,15,-4
COC(=O)C1=C(c2ccc(S(C)(=O)=O)cc2)C[C@@H]2CC[C@H]1N2C(=O)NCc1cccc2ccccc12,-1,-2
COC(=O)C1=C(c2ccccc2OCc2ccccc2)C[C@@H]2CC[C@H]1N2C(=O)NCc1ccc(Cl)cc1,-1,-10
CN1CCc2nc3ccc(F)cc3c(C(N)=O)c2C1,-13,10

# Of the compounds above, three contain a COOH group.
SMILES,TAG inh,TAG inh DAPI viability
N#C/C(=C\c1cccc(O)c1)C(=O)O,-3,-5
Cc1cc(Cl)ccc1OCC(=O)O,0,1
CC(=O)NC(Cc1ccc(N(CCCl)CCCl)cc1)C(=O)NC(C(=O)O)C(C)C (stereo not given),-6,4

# Some of the compounds tested, so the mix of outcomes need not match the whole.
